Source: PubChem
TEAD-YAP block = TEAD-YAP interaction inhibition; HEK-TIYL cells, TEAD-Gal4/YAP UAS-luciferase luminescence; inhibition, % at 9.12 µM; 640,000 tested, 1.4% active; AID 1259422; in the data active means inhibition above about 32%;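 further: 0% = median of test compound wells and 100% = reference inhibitor wells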
MITF inh = inhibitors of human MITF | AlphaScreen MITF homodimerization, bead proximity signal | inhibition, % at 2.6 µM | 650,000 tested, 0.91% active; in the data active means inhibition above about 50%;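 further: 0% = vehicle wells with protein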
FBW7 act = activators of human E3 ligase FBW7. normalized activity (activation), % at 26.1 µM. AlphaScreen FBW7–phospho-cyclin E peptide binding, activator screen. 650,000 tested, 0.13% active. Q969H0; in the data active means normalized activity above about 1.9%;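 further: purified mutant Fbw7 with reduced substrate affinity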
Target sequence (Q969H0 whole entry, looked up): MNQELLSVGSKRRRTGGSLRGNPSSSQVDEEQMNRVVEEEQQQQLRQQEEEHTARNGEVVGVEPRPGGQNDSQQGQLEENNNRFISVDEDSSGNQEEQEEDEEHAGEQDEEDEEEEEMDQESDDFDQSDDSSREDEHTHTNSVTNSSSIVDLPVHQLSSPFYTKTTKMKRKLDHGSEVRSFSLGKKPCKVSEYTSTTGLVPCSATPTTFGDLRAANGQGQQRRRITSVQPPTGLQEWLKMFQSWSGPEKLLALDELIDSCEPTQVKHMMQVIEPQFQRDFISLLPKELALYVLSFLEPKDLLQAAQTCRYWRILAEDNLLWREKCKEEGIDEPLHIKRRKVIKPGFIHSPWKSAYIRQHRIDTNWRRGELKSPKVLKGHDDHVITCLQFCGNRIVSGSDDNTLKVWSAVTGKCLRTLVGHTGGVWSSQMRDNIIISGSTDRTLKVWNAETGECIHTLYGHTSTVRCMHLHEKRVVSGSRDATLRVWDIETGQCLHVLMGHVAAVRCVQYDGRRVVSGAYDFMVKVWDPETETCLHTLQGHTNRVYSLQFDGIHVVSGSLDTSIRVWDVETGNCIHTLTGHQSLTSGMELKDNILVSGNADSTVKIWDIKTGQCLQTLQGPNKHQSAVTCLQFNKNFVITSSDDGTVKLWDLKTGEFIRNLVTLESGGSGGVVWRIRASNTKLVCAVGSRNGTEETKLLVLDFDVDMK
GPR151 ag = activators of human GPR151; Q8TDV0; PathHunter beta-arrestin GPR151 cells, luminescence; activation, % at 11.2 µM; 650,000 tested, 1% active; AID 1508602; in the data active means activation above about 4.9%;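 further: 0% = median of compound wells and 100% = cells with positive control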
The depositor's hits bear a star; & = joins results of further samples.

The first 2 entries as a preview:
mol	TEAD-YAP block	MITF inh	FBW7 act	GPR151 ag
CNC(=S)Nc1cccc(S(=O)(=O)N2CCCC2)c1	4	7	0.0	0.9
CCn1c(-c2ccc(OC)cc2)cc2ccccc2c1=O	-1	-1	0.1	-0.6

The listing (from the top)
mol	TEAD-YAP block	MITF inh	FBW7 act	GPR151 ag
CNC(=S)Nc1cccc(S(=O)(=O)N2CCCC2)c1	4	7	0.0	0.9
CCn1c(-c2ccc(OC)cc2)cc2ccccc2c1=O	-1	-1	0.1	-0.6
COCCNS(=O)(=O)c1ccc(-n2cnnn2)c(OC)c1	2	5	-0.1	0.1
CSc1ccccc1N1C(=O)C2C3C=CC(C3)C2C1=O (centres undefined)	5	13	0.1	-1.0
CCOC(=O)C(=CNc1cccnc1)C(=O)OCC	1	4	0.5	-1.2
COc1ccc(S(=O)(=O)N2CCN(Cc3ccc([N+](=O)[O-])cc3)CC2)cc1	0	3	-0.1	0.6
COc1ccc(/C=C(/NC(=O)c2ccccc2)C(=O)NC(C)(C)C)cc1	12	2	0.0	-1.3
NC(=O)NC(=O)COC(=O)c1cccc(S(=O)(=O)N2CCCCCC2)c1	-1	-5	-0.1	1.0
O=c1oc2ccccc2cc1-c1csc(Nc2ccc(Cl)cc2Cl)n1	0	10	0.1	0.7
O=C(Cn1c(=O)cnc2ccccc21)N1CCCC1	3	5	0.0	-0.7
COc1ccccc1CNC(=O)Nc1ccc(Br)cc1Cl	0	0	0.9	-0.1
Cn1c(N)nc2ccc([N+](=O)[O-])cc2c1=O	3	-13	0.8	0.5

Arranged by length of the SMILES (descending): 3 of the compounds above
mol	TEAD-YAP block	MITF inh	FBW7 act	GPR151 ag
NC(=O)NC(=O)COC(=O)c1cccc(S(=O)(=O)N2CCCCCC2)c1	-1	-5	-0.1	1.0
Cn1c(N)nc2ccc([N+](=O)[O-])cc2c1=O	3	-13	0.8	0.5
CCOC(=O)C(=CNc1cccnc1)C(=O)OCC	1	4	0.5	-1.2

More records
mol	TEAD-YAP block	MITF inh	FBW7 act	GPR151 ag
FC(F)(F)c1ccc(Cn2cnc3c(Nc4ccc(N5CCOCC5)cc4)nc(N4CCN(c5ccccn5)CC4)nc32)cc1	1	10	-0.2	2.8
O=C(O)CCC(=O)N1CCc2cc(S(=O)(=O)N3CCCCCC3)ccc21	1	8	-0.1	1.8
O=C(Nc1cc(F)ccc1F)c1ccc2c(=O)n(-c3ccccc3)c(=S)[nH]c2c1	-4	15	-0.1	2.4
COc1ccc(-c2cnnc(NC(C)Cn3nc(C)cc3C)n2)cc1 (centres undefined)	10	2	0.0	0.0
CCOc1ccccc1OCC(=O)Nc1nnc(COC)s1	-5	13	0.2	-1.0
CSCCC(NC(=O)COc1cccc2ccccc12)C(=O)O (centres undefined)	2	-12	0.1	0.2
O=C(Nc1nc(-c2cc3ccccc3o2)cs1)c1ccc2c(c1)OCCO2	-2	2	0.0	0.9
CN(C)c1ccc(-c2nc3ccccc3n2CCOc2ccccc2)cc1	-43	17	0.5	-2.9
CC(C)=C/C(C)=N\Nc1ccc([N+](=O)[O-])cc1	-25	16	-0.4	0.7
COc1cc(Br)ccc1OCC(=O)N/N=C/c1ccc(F)cc1	-16	-5	0.2	3.6
CC1=[N+](CC(=O)c2ccc(C)cc2)CCn2c(C)ccc21	-18	12	0.3	0.0
Cc1ccc(N(C=NC#N)CC(=O)c2ccccc2)cc1	25	-13	0.1	0.4
CCN(CC)C(=O)C1CCCN(c2nc(NCc3ccccc3)c3ncn(-c4ccsc4)c3n2)C1 (centres undefined)	7	18	-0.4	0.0
COc1ccc(C(=O)CSc2ncnc3c2nnn3Cc2ccccc2)cc1	4	14	0.0	-1.7
CCS(=O)(=O)Nc1cccc(N2CCC(NCc3nonc3C)CC2)c1	6	20	0.6	-0.9
C/C(=N/NC(=O)c1cc(O)c(O)c(O)c1)c1ccc([N+](=O)[O-])cc1	-7	28	-0.3	-0.1
COc1ccc(S(=O)(=O)N(CCc2ccccc2)CC(=O)Nc2c(C)cccc2C)cc1OC	18	29	0.1	-0.8
O=C(NC1CC1)c1ccc(-c2nc(Nc3ccc(N4CCOCC4)cc3)c3ncn(-c4ccsc4)c3n2)cc1	-5	10	-0.1	0.1
O=C(Cn1cnc2ccccc2c1=O)N1CCN(c2ccccc2)CC1	1	2	-0.2	0.8
CN1C(=O)NC(=O)/C(=C\C=C\c2ccccc2)C1=O	10	10	0.0	2.2
CCOCCCNC(=O)c1ccccc1SCC	-4	-13	0.0	2.7
CN1CCN(CCCNC(=O)c2ccc3c(Cl)c4c(nc3c2)CCCC4)CC1	-1	-2	0.1	0.0
COc1ccc(NC(=O)N(CCCO)Cc2cc3ccc(OC)cc3[nH]c2=O)cc1	-6	4	-0.1	0.2
CCN(CC)c1ccc(NC(=O)c2csc(Nc3cccc(C)n3)n2)c(C)c1	1	1	-0.2	2.8
O=C(CSc1ccc2ccccc2n1)NCc1ccco1	-2	4	-0.3	1.0
O=C(c1cc2ccccc2oc1=O)N(Cc1ccc2c(c1)OCO2)CC1CCCO1 (centres undefined)	6	7	-0.1	7.3*
O=C(Nc1ccc(Cl)cc1)c1ccc([N+](=O)[O-])cc1Cl	-37	16	0.1	1.8
CC(=O)c1c(N2CCCCC2)nc(=O)n(-c2ccccc2)c1C	7	1	0.0	-0.4
COC(=O)c1cc(NS(=O)(=O)c2ccc(NC(C)=O)cc2)ccc1Cl	4	12	0.1	1.7
COCCCn1c(C)cn2c3c(=O)n(CCC(=O)OC)c(=O)n(C)c3nc12	4	17	1.0	-0.3
O=C(CSc1nc2ccccc2c2nc(-c3ccccc3)nn12)c1ccc(Cl)c(Cl)c1	-4	6	0.3	-0.5
CCc1ccc(-n2c(=S)sc3c(=O)n(-c4ccccc4C)c(SCC(=O)Nc4cc(C)on4)nc32)cc1	3	-3	-0.1	-0.5
CC1=C(C(=O)c2ccccc2)C(C)C(C#N)=C(SCC(N)=O)N1 (centres undefined)	1	17	0.6	0.0
CC(Oc1ccc(Cl)cc1Cl)c1nc(-c2cccnc2)no1 (centres undefined)	17	-5	0.0	-0.1
O=C1C2C3CC(c4ccccc4)C(C3)C2C(=O)N1Cc1ccccc1 (centres undefined)	-5	20	0.0	0.3
Cc1cc(C)n(Cc2ccc(C(=O)N3CCc4nnc(Cc5ccccc5)n4CC3)cc2)n1	-2	3	-0.1	-0.2
Cc1ccc(-n2cc([C@@H]3C[C@H]4CN(C)C(=O)[C@]45CCCN35)cn2)cc1	-21	-4	-0.1	-2.6
CCOC(=O)c1c(NC(=O)CSc2nnc(CNC(=O)c3cccs3)n2-c2ccc(OCC)cc2)sc2c1CCCCC2	-2	-1	-0.1	-1.0
CSc1cccc(NC(=S)N(Cc2ccc(C)cc2)Cc2ccco2)c1	10	10	0.0	-0.2
CCC(CO)Nc1ncnc2c1cnn2-c1ccc(Cl)cc1 (centres undefined)	21	15	-0.2	0.1
COc1ccc2oc(-c3csc(NC(=O)C(C)C)n3)cc2c1	-33	1	0.1	1.9
CCC(C)(C)NC(=O)CN(Cc1ccccc1)C(=O)C(=O)Nc1ccc2c(c1)OCCO2	-7	4	0.3	-0.1
CC(=O)Nc1ccc(Nc2nc(N3CCOCC3)nc3c2ncn3Cc2ccc(C(F)(F)F)cc2)cc1	-19	-6	0.0	-2.8
CCCC(c1nnnn1Cc1cccs1)N1CCN(CC)CC1 (centres undefined)	5	-12	-0.1	-0.2
Cc1ccccc1CNc1nc2ccccc2n1C	-43	1	-0.1	-4.3
CCCCCCSc1nnc2c(n1)OC(c1cc(OC)c(OC(C)=O)c(OC)c1)N(C(C)=O)c1ccccc1-2 (centres undefined)	-5	18	0.2	-0.8
COc1ccc(-n2c(=S)[nH]c3cc(C(=O)NCC4CCCO4)ccc3c2=O)cc1OC (centres undefined)	2	-8	-0.1	1.3
Cc1ccc(CNC(=O)Cn2cnc3c(sc4nc(C)cc(C)c43)c2=O)cc1	1	7	0.2	0.3
CN(C)c1ccc(-c2nnc(-c3ccc(S(=O)(=O)C(F)F)cc3)o2)cc1	-2	0	0.1	-1.7
Cc1ccccc1C1C2=C(Nc3ncnn31)c1ccccc1OC2c1cccs1 (centres undefined)	-6	-9	0.0	1.0
CC(C(=O)N1CCN(c2cccc(Cl)c2)CC1)N1C(=O)c2ccccc2C1=O (centres undefined)	-1	17	0.7	0.2
CC(=O)N/N=C(\C)CCc1ccc2c(c1)OCO2	2	12	0.0	-1.1
N#CC(NC(=O)c1ccccc1Cl)c1ccc(Cl)cc1 (centres undefined)	-3	6	0.9	-0.5
COC(=O)CSc1ccc2nnc(-c3ccc(Cl)cc3)n2n1	-5	-3	-0.1	-0.1
COc1ccc(C(C)NC(=O)c2ccco2)cc1OC (centres undefined)	4	-3	0.0	3.4
COc1ccc(C2C(C(=O)NC(C)C)c3ccccc3C(=O)N2C)cc1 (centres undefined)	3	-3	0.2	0.3
Cc1onc(C(=O)NCCc2ccccc2)c1[N+](=O)[O-]	-3	2	0.1	-0.8
CCOc1cc(C2C(C#N)=C(N)Oc3n[nH]c(C(C)C)c32)cc([N+](=O)[O-])c1OC(=O)N1CCOCC1 (centres undefined)	-35	6	0.2	-0.7
CCCCNC(=O)CSc1nc2ccccc2c(=O)n1C1CCCC1	10	10	0.1	0.8
Cc1scc(C(=O)N2CCC3(CC2)OCCO3)c1-c1ccccc1	-5	-9	0.6	1.5

Single values from above:
Entry of CC(C(=O)N1CCN(c2cccc(Cl)c2)CC1)N1C(=O)c2ccccc2C1=O (centres undefined) under TEAD-YAP block: -1
Entry of COc1ccc(C2C(C(=O)NC(C)C)c3ccccc3C(=O)N2C)cc1 (centres undefined) under FBW7 act: 0.2
Entry of CCOc1cc(C2C(C#N)=C(N)Oc3n[nH]c(C(C)C)c32)cc([N+](=O)[O-])c1OC(=O)N1CCOCC1 (centres undefined) under MITF inh: 6
Entry of Cc1ccccc1C1C2=C(Nc3ncnn31)c1ccccc1OC2c1cccs1 (centres undefined) under TEAD-YAP block: -6

(more compounds)
mol	TEAD-YAP block	MITF inh	FBW7 act	GPR151 ag
COc1cc([N+](=O)[O-])ccc1NC(=O)c1ccc(S(=O)(=O)N2CCc3ccccc3C2)cc1	-6	-13	-0.1	1.6
CC1=C(C)C(C)=C(C#N)C(=C(C#N)C#N)N1	8	8	-0.2	-0.7
CC(C)CCNCC(O)Cn1c2ccc(Br)cc2c2cc(Br)ccc21 (centres undefined)	2	-2	-0.1	2.7
CCCCCCOc1ccc(NC(=O)CC2C(=O)N(CC)C(=S)N2Cc2ccco2)cc1 (centres undefined)	8	7	-0.1	3.6
CCCC(=O)Nc1ccccc1NC(=O)c1ccc(I)cc1	2	-10	-0.1	-0.5
Fc1cccc(F)c1CSc1nnc(-c2ccco2)n1-c1ccccc1	10	1	-0.1	-0.5
CCn1cnc2sc(C(=O)Nc3ccc(Oc4ccccc4)cc3)c(C)c2c1=O	-16	10	0.0	-0.9
Cc1c(NC(=O)c2ccc(OCc3ccccc3)cc2)cccc1-c1nc2ncccc2o1	0	17	0.0	0.2
COc1ccc(-c2cc(-c3ccccc3)c(C#N)c(S(=O)(=O)Cc3ccc(Cl)cc3)n2)cc1	13	22	0.2	0.7
CC(=O)Nc1ccc(SCC(=O)Nc2sc3c(c2C(N)=O)CCC3)cc1	-4	9	0.2	0.1
COc1ccc(C(=O)NNC(=O)Nc2ccc(Cl)c(Cl)c2)cc1	3	14	-0.1	0.2
CNC(=O)CN(c1cccc(Cl)c1)S(=O)(=O)c1ccc(OC)cc1	45*	-6	0.1	1.3
CC(NC(=O)c1ccc(Cl)nc1)c1nc(-c2ccncc2)n[nH]1 (centres undefined)	0	-9	-0.4	-0.8
Cc1cccnc1Nc1ncnc(N)c1[N+](=O)[O-]	0	10	0.0	0.3
O=C(Nc1c(Cl)cc([N+](=O)[O-])cc1Cl)c1cc(Cl)ccc1O	67*	0	-0.1	4.7
COc1ccccc1-c1c(C)oc2cc(OS(C)(=O)=O)ccc2c1=O	18	-13	-0.2	-0.9
COc1ccc(CCNC(=O)CSc2nc3c(sc(=S)n3-c3cc(C)ccc3F)c(=O)n2-c2ccccc2)cc1OC	1	-1	0.1	0.6
O=C1CSC(c2cccc(Br)c2)N1c1ccc(F)c(Cl)c1 (centres undefined)	-9	10	0.1	-1.0
COc1ccccc1CNC(=O)CSc1ccc(-n2cccn2)nn1	12	5	0.3	2.5
CCN(CC)CCCNC(=O)c1ccc2c(=O)n(CCOC)c(=O)[nH]c2c1	3	14	0.3	-0.3
COc1ccccc1C1NC(=O)NC(C)=C1C(=O)Nc1ccc(F)c(F)c1 (centres undefined)	16	8	0.0	-0.3
CCOC(=O)C1=C(C)N=c2s/c(=C\c3cccc(OCc4ccc(Cl)cc4)c3)c(=O)n2C1c1ccc2c(c1)OCO2 (centres undefined)	-3	14	0.5	-1.7
CCOc1ccc(N/C(=N/c2nc(C)cc(C)n2)NC(=O)CC)cc1	-10&5	-9&-11	-0.3&-0.1	0.4&1.3
Cc1sc2nc3ccc(N4CCN(C)CC4)nn3c(=O)c2c1C	-3	0	0.8	1.4
Cc1ccc(NCC(CC(=O)O)c2nc3ccccc3[nH]2)cc1C (centres undefined)	-30	6	-0.1	-0.7
Cc1ccc(S(=O)(=O)CC(=O)c2ccccc2Cl)cc1	-6	2	0.9	-1.1
Cc1nc2ccccc2c2oc(C(=O)NCCN(C)C)cc12	29	-10	0.0	1.1
